Screening data as filed in PubChem BioAssay.
USP2a block: inhibitors of human ubiquitin-specific protease USP2a; AID 463254; Potency, µM (titrated, usually from 38.3 µM), without a hit: top-dose activity change, negative = inhibition, hits mostly inhibitors; 0.01% of 330,000 active; USP2 core, Ub-CHOP2 coupled fluorogenic reporter, 485/531;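 note: potency is the fitted concentration of half-maximal effect; plate controls were DMSO wells for no effect and full inhibition by NEM control for full effect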
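Cell-free coupled assay: 10nM USP2 core preincubated 30min RT with compound in Tris-HCl pH 8.0/CaCl2/CHAPS buffer, then 25nM Ub-CHOP2 and 25nM reporter substrate; fluorescence (Ex 485/Em 531) read after 60min RT, normalized to NEM inhibition, concentration-response curves fitted.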
KCNH2 3.1 block: KCNH2 3.1 (human) potassium channel inhibition | U2OS KCNH2 3.1, thallium flux FluxOr; active compounds read low | activity change, % (tested at about 1.8 µM) | 0.95% of 340,000 active | AID 720553;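 active = maximum activity change below -70%; inconclusive = maximum activity change from -70% to -50%; inactive = maximum activity change above -50%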;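 note: thallium influx rate constant from kinetic fluorescence after stimulation buffer; % is set by controls: 0 for no effect and ±100 for the full control effect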
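We transduce U2OS cells with the mutant 3.1 virus, culture them overnight, load FluxOr with Red40 quencher for 45 min, then add stimulation buffer and read kinetically for 2 min to derive a normalized rate constant.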
ELG1 DNA repair: blocks ELG1-dependent DNA repair in HEK293T cells. Potency, µM (series often up to 46.1 µM), without a hit: at the highest dose activity change, negative = inhibition, actives largely listed as inhibitors. 2.3% of 330,000 active. HEK293T ELG1-luciferase reporter, luminescence, 16 h; DNA damage induced by 5-fluorouridine. AID 504467; note: potency is the fitted concentration of half-maximal effect; % is set by controls: 0 for no effect and ±100 for the full control effect; nearly all actives have a fitted effect of over 55% in size
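5-Fluorouridine DNA damage + compound/DMSO, 2,000 cells/well, 16 h, 37 °C/5% CO2. ONE-Glo, 30 min RT, luminescence. Readout = decrease in reporter signal.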
TSHR antagonist: human thyrotropin receptor antagonism | P16473 | TSHR-expressing cells, TSH-stimulated cAMP HTRF, 2 h; active compounds read low | activity change, negative = inhibition, % at 11.5 µM | 0.2% of 330,000 active;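 active = activity change below a set negative limit, meaning inhibition stronger than a set level, cut at about -70% in these data; inconclusive = activity change between two set negative limits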; note: % is set by controls: 0 for no effect and ±100 for the full control effect
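Freshly harvested TSHR cells receive pin-tooled compound, then EC80 TSH at 4nM final. After 2 hours at 37 deg C, antibody in lysis buffer and cAMP-d2 are added; 30 minutes at ambient temperature precede the HTRF read.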
KCNH2 WT inh: inhibitors of human wildtype KCNH2 potassium channel. U2OS, BacMam KCNH2, thallium flux FluxOr; active compounds read low. 0.37% of 340,000 active. activity change, % at 1.84 µM. Q12809;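 active = maximum activity change below -70%; inconclusive = maximum activity change between -70% and -50%; inactive = maximum activity change above -50%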; note: % is set by controls: 0 for no effect and ±100 for the full control effect
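U2OS cells were transduced with wild-type KCNH2 virus (2.03 x 10^8 / mL) for 4 h at room temperature, then cultured overnight at 37 C. Thallium flux was read with FluxOr dye. Rate constants were normalized to DMSO controls.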
TCR act: T cell receptor activation | primary human leukocytes, anti-CD3, IL-2 HTRF, 48 h | Potency, µM (doses to about 9.22 µM), inactives show top-dose activation of IL-2 secretion, actives largely listed as activators | 330,000 tested, under 10 active | AID 504894; note: % of control where 0% means no effect
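Activity was scored as IL-2 release from primary human leukocytes given only a TCR signal (a-CD3 beads) plus compound for 48 hr. Detection used a two-antibody HTRF format read at 665nm.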
A-T KAP1 phos: candidate therapy for ataxia-telangiectasia. […] A-T fibroblasts, KAP-1 phosphorylation AlphaLISA; neocarzinostatin DNA damage 30 min before lysis. Potency, µM (titrated, usually from 57.5 µM), without a hit: at the highest dose activation, usual class: activators. 0.19% of 320,000 active. AID 485349; note: potency is the fitted concentration of half-maximal effect; % of control where 0% means no effect; nearly all actives have a fitted effect of over 45% in size
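ATM-like activity read as KAP-1 phosphorylation via AlphaLISA donor/acceptor antibody pairs after lysis and 6 hr at 25C. Cells were ATM-null patient fibroblasts ([…], hTERT), dosed 60 min, then exposed to the DSB inducer NCS for 30 min.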
Mito fusion act: inhibitors of mitochondrial division or activators of mitochondrial fusion | S. cerevisiae fusion-defective mutant growth rescue, CellTiterGlo 48 h | 0.23% of 320,000 active | Potency, µM (series often up to 46.1 µM), inactives show at the highest dose growth rescue (activation), actives largely listed as activators | AID 485298;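 note: potency is the fitted concentration of half-maximal effect; % of control where 0% means no effect; nearly all actives have a fitted effect of over 45% in size; temperature-sensitive fusion mutants such as fzo1-1 at 37 °C on non-fermentable ethanol glycerol medium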
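Compounds are tested for their ability to restore growth of mitochondrial fusion-defective yeast strains at non-permissive 37C in YPEG medium over 48 hours. Viability is quantified by luciferase luminescence.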
TRPV1 agonist: human TRPV1 agonism. Q8NER1. TRPV1-expressing cells, Fluo-8 calcium influx, agonist mode. activation, % at 8.33 µM. 0.19% of 320,000 active. AID 540275; in the data active = activation above about 80%; inconclusive = between about 30% and that limit; note: 0% is about no effect
Target sequence (Q8NER1 whole entry, looked up): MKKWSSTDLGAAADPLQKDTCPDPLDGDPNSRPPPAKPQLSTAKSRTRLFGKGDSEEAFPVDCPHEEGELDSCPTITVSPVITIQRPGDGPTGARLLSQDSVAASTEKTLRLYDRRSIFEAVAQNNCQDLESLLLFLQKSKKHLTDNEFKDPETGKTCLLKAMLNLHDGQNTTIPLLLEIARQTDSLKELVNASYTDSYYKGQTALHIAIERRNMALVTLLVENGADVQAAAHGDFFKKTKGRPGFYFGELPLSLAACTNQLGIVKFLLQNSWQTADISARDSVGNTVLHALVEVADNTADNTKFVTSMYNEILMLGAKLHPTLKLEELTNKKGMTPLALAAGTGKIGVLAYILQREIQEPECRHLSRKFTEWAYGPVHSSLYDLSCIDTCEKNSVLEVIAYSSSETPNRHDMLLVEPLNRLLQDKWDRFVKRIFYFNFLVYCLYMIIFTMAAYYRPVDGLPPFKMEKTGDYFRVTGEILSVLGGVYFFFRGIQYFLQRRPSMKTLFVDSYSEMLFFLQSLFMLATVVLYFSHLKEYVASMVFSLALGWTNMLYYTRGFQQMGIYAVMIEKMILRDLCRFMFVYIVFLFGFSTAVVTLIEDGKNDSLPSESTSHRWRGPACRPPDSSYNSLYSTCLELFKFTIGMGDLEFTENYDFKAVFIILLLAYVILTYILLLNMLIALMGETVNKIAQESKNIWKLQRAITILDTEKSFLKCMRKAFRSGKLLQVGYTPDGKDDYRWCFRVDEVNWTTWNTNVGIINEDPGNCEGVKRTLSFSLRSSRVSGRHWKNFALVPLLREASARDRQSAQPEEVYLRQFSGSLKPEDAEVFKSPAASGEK
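Fluo-8 calcium influx in TRPV1-expressing cells, kinetic read (ex 480/em 520 nm). Compound added and read 3 min for agonist activity, followed by capsaicin at EC20 final and 2 min further read for enhancement.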
Eya2 phos inh: Eya2 (human) phosphatase inhibition; 0.006% of 330,000 active; O00167; Potency, µM (top dose mostly 76.9 µM), for the others: at the highest dose activity, negative = inhibition, most hits filed as inhibitors; recombinant Eya2, OMFP fluorescence dephosphorylation (OMFP is methylfluorescein phosphate); note: potency is the fitted concentration of half-maximal effect; % is set by controls: 0 for no effect and ±100 for the full control effect
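Eya2 protein (added as 0.2 uM solution) was preincubated with compound for 10 min at ambient temperature in 50 mM HEPES pH 7.5, 50 mM NaCl, 5 uM MgCl2, 0.05% BSA, 1 mM DTT. OMFP (added at 50 uM) then reacted 10 min; fluorescence read at 485/525 nm.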
Numbers without * were called inactive; u = inconclusive; x = not tested or not shown; & = joins results of further samples; [ ] = remark or other dose. Unless noted, calls come from the whole dose curve; as a rule, active = well fitted curve in the direction sought with a large enough effect; inconclusive = small, poorly fitted or top-dose-only effect, or another doubt; inactive = no such curve, though single readings can be large; an effect the other way counts as inactive or inconclusive. These rows are one share of the data (hit frequency here may not be typical).

SMILES | USP2a block | KCNH2 3.1 block | ELG1 DNA repair | TSHR antagonist | KCNH2 WT inh | TCR act | A-T KAP1 phos | Mito fusion act | TRPV1 agonist | Eya2 phos inh
CCOc1ccccc1NC(=O)N1CCN(S(C)(=O)=O)CC1 | -1% | -12 | 18% | -1 | 0 | 3% | -3% | 0% | 2 | 1%
Cn1ccnc1C1CCCCN1Cc1nc(Cc2ccccc2F)no1 (stereo not drawn) | -1% | 16 | 3% | -11 | -7 | 9% | 1% | -5% | 4 | 1%
COc1ccc(C2=NN(C(=O)CSc3nc(=O)n4cccc(C)c4n3)C(c3ccc(C)cc3)C2)cc1 (stereo not drawn) | 2% | -13 | 12% | -7 | 9 | -1% | -10% | 22% | -3 | -16%
CCS(=O)(=O)NCC(c1cccnc1)N1CCN(c2ccccc2F)CC1 (stereo not drawn) | 5% | 26 | 3% | 13 | 11 | -1% | 1% | 3% | 1 | -6%
CC(=O)Nc1cccc(NC(=O)Nc2cccc3ccccc23)c1 | 2% | 2 | -9% | 5 | -2 | -3% | -2% | -1% | 0 | 4%
COCCn1c(-c2ccc(OC)cc2)cnc1N | 4% | -6 | 13% | 7 | 0 | -3% | 3% | 2% | 1 | -5%
O=C(COCc1ccccc1)N[C@@H](Cc1ccc(O)cc1)C(=O)O | -1% | 9 | 13% | -7 | 7 | -1% | -5% | 0% | 1 | 1%
CCOc1ccc(OCC)c(NC(=O)C2CCN(c3ncccn3)CC2)c1 | 0% | 4 | -12% | 0 | -3 | 2% | 0% | 4% | 6 | -1%
O=C(NCc1cccs1)C1CCN(S(=O)(=O)c2cccc3cccnc23)CC1 | -2% | 29 | -14% | -1 | 16 | -5% | -3% | -2% | x | -23%
CC(=O)c1cccc(N(CC(=O)N2CCOCC2)S(C)(=O)=O)c1 | 2% | 4 | 0% | -2 | 10 | 1% | 0% | 1% | -3 | 9%
O=C(Nc1cccc(C(F)(F)F)c1)/C(=C\c1ccco1)NC(=O)c1cccs1 | u | -19 | 10% | 24 | 17 | 5%[46.1 µM] | -1% | 6% | 1 | 6%
Cc1ccc(C)c(S(=O)(=O)c2c[nH]c(=S)[nH]c2=O)c1 | 1% | -82* | 15% | 22 | -30 | 2% | 0% | u | -3 | 3%
O=C(Nc1ccccc1)Nc1ccc2ccccc2n1 | -2% | -9 | 1% | 3 | -22 | 4% | 1% | -4% | 0 | 2%
CCCC(=O)Nc1ccc(C(=O)COC(=O)C2=COCCO2)cc1 | 0% | -3 | 23% | 2 | 26 | -4% | 6% | 0% | -1 | -42%
COc1ccc(C2NCCO2)cc1OC (stereo not drawn) | 0% | 1 | -16% | -6 | 2 | x | 8% | -7% | -1 | -4%
Cc1cc(-c2n[nH]c(=S)n2/N=C/c2cccc([N+](=O)[O-])c2)n[nH]1 | -1% | -3 | 2% | -10 | 3 | -8%[46.1 µM] | -3% | 2% | 0 | -1%
COC(=O)C1=C(C)N(Cc2ccccc2)C(=S)N[C@H]1c1cccc(F)c1 | 3%&2% | -23 | -21% | -16&-17 | -4 | 0% | 0%&0% | 13%&4% | 13&2 | -8%&12%
Cc1ccccc1OCC(=O)NCCCNC(=O)c1ccncc1 | 0% | -6 | 5% | -7 | 6 | 1% | 13% | 13% | -1 | 0%
CC(C)(C)C(=O)Nc1cccc(-c2ncon2)c1 | 1% | 8 | -2% | 3 | 23 | -10% | -7% | 5% | -1 | 3%
Cc1cc(NS(=O)(=O)c2ccc(NC(=O)Cc3ccccc3)cc2)nc(C)n1 | 7% | 9 | -11% | -6 | 2 | 2% | 6% | -7% | -3 | 10%
CCNc1ccccc1CP(=O)(c1ccccc1)c1ccccc1O (stereo not drawn) | 8% | 9 | -12% | -5 | -5 | -1% | -4% | -11% | 6 | 3%
CCC(=O)Nc1c2c(nn1-c1cccc(Cl)c1)CS(=O)(=O)C2 | 1% | -9 | 0% | -2 | 11 | -3% | 2% | -6% | 0 | 12%
COc1ccccc1CNC(=O)CC1C(=O)NCCN1C1Cc2ccccc2C1 (stereo not drawn) | 2% | 29 | u | -4 | 5 | 2% | -1% | -5% | 6 | -18%
O=C(CN1CCc2ccccc2C1)Nc1ccccc1Cl | -5% | -9 | 4% | 2 | -13 | -3% | 40% | 5% | 25 | -20%
CN(Cc1ccccc1)S(=O)(=O)c1ccc(OCC(=O)NCc2cccnc2)cc1 | 1% | -5 | 1% | -6 | 7 | -3% | 4% | -1% | u | -2%
O=C(COc1ccc(Cl)cc1Cl)NCc1ccncc1 | 0% | 34 | -18% | 1 | 6 | -1% | 11% | -1% | -3 | 12%
COC(=O)CCc1c(C)nc(N)[nH]c1=O | 4% | 5 | 2% | -10 | -13 | 3% | 2% | -2% | 1 | 9%
COC(=O)[C@H](CCSC)NC(=O)Nc1ccc(C)c(C)c1 | -6% | -6 | 25% | 18 | 7 | -1% | 8% | 0% | 20 | -13%
COc1ccccc1CNC(=O)c1ccc(CS(=O)(=O)c2ccccc2C)o1 | -2% | -3 | u | -6 | -8 | 3% | -2% | -3% | 11 | -1%
Cc1nn(Cc2ccc(Cl)cc2)c(C)c1NC(=O)CCCn1nc(C)c([N+](=O)[O-])c1C | 0% | 14 | u | -14 | 1 | 4%[46.1 µM] | x | 0% | 93* | 3%
O=C(/C=C/c1ccc(Cl)c(Cl)c1)N1CCc2ccccc21 | 2% | -2 | u | -6 | -4 | 3%[46.1 µM] | 2% | -4% | 26 | -21%
O=C(Cc1c(C(=O)O)[nH]c2ccccc12)NCCN1CCN(c2cccc(Cl)c2)CC1 | 0% | -1 | 19% | -1 | -4 | -1% | 6% | -3% | 0 | 7%
CN(CC(=O)Nc1c(Cl)cccc1Cl)C(=O)c1ccccc1Cc1ccccc1 | 2% | 1 | 1% | 0 | -8 | 5% | 13% | 14% | 4 | 9%
COc1ccc(OC)c2sc(NNC(=O)C3COc4ccccc4O3)nc12 (stereo not drawn) | -1% | -1 | u | 3 | -9 | 12% | x | 21% | -1 | -1%
COCCn1c(C)cc(C(=O)COC(=O)c2ccc(NC(=O)CC#N)cc2)c1C | 2% | -8 | u | 7 | -14 | 3% | 3% | 3% | -1 | 7%
CN(CCNS(=O)(=O)c1ccc2c(c1)oc(=O)n2C)Cc1ccccc1 | 0% | -5 | 7% | -7 | -31 | -22% | 5% | 5% | 2 | 24%
CCN(CC)S(=O)(=O)c1ccc(N2CCOCC2)c(NC(=O)C23CC4CC(CC(Cl)(C4)C2)C3)c1 | -2% | -6 | 9.2µM* | 6 | 0 | 7%[46.1 µM] | -6% | 2% | u | -7%
CCc1cccc(C)c1NC(=S)NCC(c1cccnc1)N(C)C (stereo not drawn) | 1% | 9 | 0% | -8 | 0 | 4% | 0% | 29% | -1 | -4%
COc1cccc(CNc2ccc(S(=O)(=O)N3CCN(C)CC3)cn2)c1 | -1% | 2 | 9% | 30 | 1 | x | 4% | -2% | 4 | 13%
Cc1ccc(S(=O)(=O)c2c(C)cc(C)[nH]c2=O)cc1 | 1% | 5 | 13% | -4 | -3 | -3% | -7% | 4% | -4 | -2%
COc1ccc(CCNC(=O)C/C(C)=N/NC(=O)c2ccc(Cl)cc2Cl)cc1OC | 1% | 10 | 0% | -5 | -18 | -2% | 3% | -3% | 1 | 9%
Cc1ccc(OCC(=O)NNC(=O)c2ccc3c(=O)n4c(nc3c2)CCC4)cc1 | 0% | -9 | 22% | -2 | 1 | -8% | -5% | -7% | 1 | 30%

Records above printed as active in TRPV1 agonist.
smiles	TSHR antagonist	TCR act	TRPV1 agonist	Eya2 phos inh
Cc1nn(Cc2ccc(Cl)cc2)c(C)c1NC(=O)CCCn1nc(C)c([N+](=O)[O-])c1C	-14	4%[46.1 µM]	93*	3%

3 entries out of the list above, arranged by their value in TSHR antagonist, falling.
| Molecule | TSHR antagonist | TCR act | TRPV1 agonist | Eya2 phos inh |
| --- | --- | --- | --- | --- |
| COCCn1c(C)cc(C(=O)COC(=O)c2ccc(NC(=O)CC#N)cc2)c1C | 7 | 3% | -1 | 7% |
| CCN(CC)S(=O)(=O)c1ccc(N2CCOCC2)c(NC(=O)C23CC4CC(CC(Cl)(C4)C2)C3)c1 | 6 | 7%[46.1 µM] | u | -7% |
| CN(CCNS(=O)(=O)c1ccc2c(c1)oc(=O)n2C)Cc1ccccc1 | -7 | -22% | 2 | 24% |
